# CHOP inh: CHOP inhibition in unfolded protein response; actives 3.8% (n = 220,000); inhibition, % at 10 µM; CHO-K1 CHOP-promoter luciferase, tunicamycin-induced, 15-18 h;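 active = compounds that reduced the stress-induced luciferase reporter signal by more than about 70% of percent inhibition, limit read from the data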;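 also: 0% = tunicamycin plus vehicle and 100% = wells without tunicamycin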
# L929 necroptosis: L929 zVAD cell death inhibition | L929 zVAD necroptosis rescue, ATP luminescence, 24 h; with zVAD 60 µM | viability rescue, % at 10 µM | actives 0.38% (n = 220,000);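 active = activation, scaled between plate controls, above about 75%, limit read from the data; inactive = activation under that limit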;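 also: 0% = zVAD with DMSO and 100% = DMSO alone without zVAD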
# PPC-1+TRAIL kill: kills PPC-1 cancer cells in the presence of TRAIL; PPC-1 cells + TRAIL, ATPLite viability luminescence; cell killing (% activity), % at 4 µM; actives 0.41% (n = 220,000);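 active = cell killing above 50% in the first pass at 4 µM, then a duplicate retest at 5 µM averaging 50% or more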;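 also: plate controls were cells with TRAIL plus DMSO for no effect and medium-only wells lacking cells for full effect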
# Tb hexokinase: blocks Trypanosoma brucei hexokinase 1 activity | recombinant TbHK1, G6PDH-coupled NADH A340 | inhibition, % at 10 µM | actives 0.11% (n = 220,000);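 active = inhibition of 50% or more in the single-dose primary screen; inactive = inhibition below 50%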
# TNF necrop inh: TNF-alpha cell death inhibition in Jurkat FADD-/- cells. actives 0.068% (n = 220,000). Jurkat FADD-/- TNF necroptosis rescue, ATP luminescence, 24 h; 0 = TNF only, 100 = no-TNF cells. activation (protection from cell death), % at 10 µM. AID 463075;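 active = activation, meaning protection from cell death, of at least 50% relative to plate controls; inactive = activation below 50%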;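 also: necroptosis triggered by 40 ng/mL TNF-alpha added together with compound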
# Wee1 stabilizer: human Wee1 degradation inhibition, primary screen | HeLa Luc-Wee1K328M stability, luciferase luminescence; 100% = proteasome inhibitor MG132 effect | actives 1.2% (n = 220,000) | AID 1321 | reporter increase, % at 5 µM;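 active = activation above the mean of all tested compounds plus 3 SD, set per screening run, cut at about 8.8% in these data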;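 also: cells exposed to compound for 20 h before luminescence read; 0% = DMSO alone and 100% = MG132 at 30 µM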
# Target sequence (P30291 whole entry K328M): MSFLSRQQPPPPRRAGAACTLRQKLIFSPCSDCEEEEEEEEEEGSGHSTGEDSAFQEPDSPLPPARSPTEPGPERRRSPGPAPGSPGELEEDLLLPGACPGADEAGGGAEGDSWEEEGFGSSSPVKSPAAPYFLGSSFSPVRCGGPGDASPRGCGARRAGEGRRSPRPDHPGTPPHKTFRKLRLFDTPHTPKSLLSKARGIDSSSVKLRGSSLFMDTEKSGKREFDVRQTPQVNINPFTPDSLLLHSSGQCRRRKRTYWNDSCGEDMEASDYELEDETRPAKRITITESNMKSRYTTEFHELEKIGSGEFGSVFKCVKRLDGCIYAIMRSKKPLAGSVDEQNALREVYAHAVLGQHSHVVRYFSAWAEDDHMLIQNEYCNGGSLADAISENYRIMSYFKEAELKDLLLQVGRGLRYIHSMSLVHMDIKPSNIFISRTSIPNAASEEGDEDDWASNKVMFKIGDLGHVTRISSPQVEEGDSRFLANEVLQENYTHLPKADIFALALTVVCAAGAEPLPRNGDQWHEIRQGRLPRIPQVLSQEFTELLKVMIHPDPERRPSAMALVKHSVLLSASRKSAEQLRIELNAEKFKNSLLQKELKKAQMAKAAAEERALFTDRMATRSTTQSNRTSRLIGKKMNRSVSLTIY
# FXIa inh: inhibitors of human coagulation factor XIa. P03951. purified FXIa, Boc-Glu-Ala-Arg-AMC fluorogenic substrate. inhibition, % at 5 µM. actives 0.14% (n = 220,000). AID 798;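 active = inhibition of at least 40%; inactive = inhibition below 40%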;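 also: fluorescence of freed AMC excited at 355 nm; 0% = enzyme without compound and 100% = no enzyme blank; many of its hits are not listed in these tables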
# PGE2 EP2 inh: inhibitors of human EP2 prostaglandin E2 receptor; P43116; C6 glioma cells expressing human EP2, cAMP TR-FRET; cells stimulated with saturating PGE2; inhibition, % at 25 µM; actives 0.52% (n = 260,000);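 active = percent inhibition above 40 after rounding to a whole number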;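 also: rat C6 glioma host cells with rolipram phosphodiesterase inhibitor present; the protocol text gives 20 µM as final concentration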
# Target sequence (P43116 whole entry, looked up): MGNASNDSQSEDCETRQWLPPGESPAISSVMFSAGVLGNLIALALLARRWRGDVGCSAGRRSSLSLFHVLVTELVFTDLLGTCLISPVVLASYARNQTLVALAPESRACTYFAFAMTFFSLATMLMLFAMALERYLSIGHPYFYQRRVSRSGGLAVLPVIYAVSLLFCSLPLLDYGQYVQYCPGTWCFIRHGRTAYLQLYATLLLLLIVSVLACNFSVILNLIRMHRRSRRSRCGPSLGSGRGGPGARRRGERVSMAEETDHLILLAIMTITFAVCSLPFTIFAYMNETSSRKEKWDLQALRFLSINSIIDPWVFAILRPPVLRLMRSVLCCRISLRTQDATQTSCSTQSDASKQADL
# FXIIa inh 1536: blocks human coagulation factor XIIa protease activity; P00748; purified FXIIa, Boc-QGR-AMC fluorogenic substrate, 2 h; inhibition, % at 5 µM; actives 0.3% (n = 220,000); in the data active = inhibition above about 40%;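 also: 0% = enzyme with no compound and 100% = blank without enzyme; many of its hits are not listed in these tables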
# * = called active by the depositor; / = no result given; & = joins results of further samples. The list is partial (hit frequency here may not be typical).
# Sample of the layout:
No.	mol	CHOP inh	L929 necroptosis	PPC-1+TRAIL kill	Tb hexokinase	TNF necrop inh	Wee1 stabilizer	FXIa inh	PGE2 EP2 inh	FXIIa inh 1536
1	CCOC(=O)c1cccc(N2C(N)=NC(N)=NC2(C)C)c1	-22	0.0	15	0	-1.2	3	-3	8	10
2	CCN(CC)CCNC(=O)c1cn(C)c2ccc(S(=O)(=O)N(C)C3CCCCC3)cc2c1=O	29	-0.1	9	-2	-0.5	3	8	4	9
3	CC(=O)Nc1cccc(NC(=O)c2ccc(Br)cc2)c1	35	0.5	24	-5	0.4	-1	-2	3	2
4	COc1ccc(C(=O)NC(C)c2ccccc2)cc1Br (stereo unspecified)	8	2.4	17	1	1.0	3	-5	4	/
5	COc1ccc(N2CCN(C(=O)c3ccc(CS(=O)(=O)c4ccc(OC)cc4)o3)CC2)cc1	36	0.2	-1	-8	-3.4	1	6	15	14
6	CCC(OC(=O)c1cccs1)C(=O)NCc1ccco1 (stereo unspecified)	38	-0.1	26	-4	-0.4	1	0	1	3

# All compounds of this part, repeating the preview:
No.	mol	CHOP inh	L929 necroptosis	PPC-1+TRAIL kill	Tb hexokinase	TNF necrop inh	Wee1 stabilizer	FXIa inh	PGE2 EP2 inh	FXIIa inh 1536
1	CCOC(=O)c1cccc(N2C(N)=NC(N)=NC2(C)C)c1	-22	0.0	15	0	-1.2	3	-3	8	10
2	CCN(CC)CCNC(=O)c1cn(C)c2ccc(S(=O)(=O)N(C)C3CCCCC3)cc2c1=O	29	-0.1	9	-2	-0.5	3	8	4	9
3	CC(=O)Nc1cccc(NC(=O)c2ccc(Br)cc2)c1	35	0.5	24	-5	0.4	-1	-2	3	2
4	COc1ccc(C(=O)NC(C)c2ccccc2)cc1Br (stereo unspecified)	8	2.4	17	1	1.0	3	-5	4	/
5	COc1ccc(N2CCN(C(=O)c3ccc(CS(=O)(=O)c4ccc(OC)cc4)o3)CC2)cc1	36	0.2	-1	-8	-3.4	1	6	15	14
6	CCC(OC(=O)c1cccs1)C(=O)NCc1ccco1 (stereo unspecified)	38	-0.1	26	-4	-0.4	1	0	1	3
7	CN=C1c2cc3c(Br)c(OC)ccc3n2CCN1C	20	0.2	6	-11	2.0	1	3	10	8
8	CCCCN(Cc1ccccc1)C(=O)C1CCCN(S(=O)(=O)c2cnc[nH]2)C1 (stereo unspecified)	-15	-1.1	13	-2	0.2	0	1	15	2
9	COc1cc(C2c3c(oc4ccccc4c3=O)C(=O)N2Cc2ccco2)ccc1O (stereo unspecified)	24	-0.1	8	-8	-0.9	-3	-27	-6	7
10	COc1ccc(Nc2nc(N)nc(CSc3nccc(C)n3)n2)cc1	-8	1.0	-18	-7	-1.0	3	-6	10	1
11	O=S(=O)(O/N=C1\CCCc2ccccc21)c1ccc(Cl)cc1	66	-0.1	15	-6	-0.8	-2	-1	15	17
12	CC(C)c1ccc(/C=C/C(=O)n2nnc3ccccc32)cc1	-34	-0.1	24	3	-20	3	-9	/	-3
13	CC1(c2ccc(Cl)cc2)NC(=S)N2C1NC(=S)N2c1ccccc1 (stereo unspecified)	-22	0.5	14	-5	9.0	0	3	8	8
14	CCc1ccccc1NC(=O)CC1SCCNC1=O (stereo unspecified)	13	2.0	6	-2	0.2	-2	-2	0	8
15	CCOc1cc(C2C(C(=O)c3ccc(C)o3)=C(O)C(=O)N2CCc2ccccc2)ccc1O (stereo unspecified)	42	0.2	9	-2	-5.3	-1	-6	7&9	-1
16	COc1cccc(OC)c1C(=O)NC(=S)Nc1ccc(N2CCOCC2)c(Cl)c1	6	1.3	24	2	-0.8	6	-2	14	7
17	COc1ccc(OC)c(C2SCCN2S(=O)(=O)c2cccc(C(F)(F)F)c2)c1 (stereo unspecified)	35	0.0	16	0	-4.5	-2	-2	9	8
18	COc1cc(/C=C2/CCc3ccccc3C2=O)cc(OC)c1OC	12	15	34	-17	-7.9	1	8	15	3
19	C#CC(CC)(CC)NC(=O)NC1CCCCC1	3	1.1	18	-13	0.1	5	4	6	13
20	O=C(CN1CCOCC1)NC1CC2CCC1C2 (stereo unspecified)	55	-0.4	36	2	0.7	-1	7	8	7
21	Cc1cccc(OCCSc2nnc(-c3ccoc3C)n2C)c1	31	0.1	-6	8	-1.8	3	-1	12	12
22	N=C1S/C(=C\c2ccc(-c3ccccc3C(=O)O)o2)C(=O)N1c1ccc2c(c1)OCO2	7	0.7	20	4	1.0	0	-5	4	-2
23	Cc1nnc(SCCn2c(N3CC(C)CC(C)C3)nc3c2c(=O)[nH]c(=O)n3C)s1 (stereo unspecified)	-6	-0.3	11	0	-3.6	-2	16	5	25
24	Cc1ccc2nc(C)c3c(c2c1)N(c1ccccc1)CC3	5	-1.0	20	-17	0.7	2	3	7	4
25	COc1ccc(C(=O)Nc2ccc(NC(=O)c3ccco3)c(Cl)c2)cc1OC	-27	0.1	7	0	-0.2	-1	0	15	8
26	O=C(Nc1c(C(=O)NCc2ccco2)cnn1-c1ccccc1)c1cccc(F)c1	19	3.2	13	-5	2.2	0	6	3	7
27	Cc1c(/C(Cc2ccccc2)=N/O)c2ccccc2n1C	33	0.3	15	-1	-3.0	-2	1	1	7
28	Cc1cc(NC(=O)c2ccc(S(=O)(=O)N(C)CC3CCCO3)cc2)no1 (stereo unspecified)	-16	3.2	-2	-1	0.5	0	-1	5	6
29	CC(=O)Nc1ccc(NC(=O)CSc2ccccn2)cc1	-15	-0.1	34	23	2.0	3	-11	6	-1
30	COc1ccccc1/C=N/NC(=O)CC(=O)NCc1cccnc1	37	-0.6	-17	12	1.0	-2	3	8	13

# Three entries picked at random from the list so far:
No.	mol	CHOP inh	L929 necroptosis	PPC-1+TRAIL kill	Tb hexokinase	TNF necrop inh	Wee1 stabilizer	FXIa inh	PGE2 EP2 inh	FXIIa inh 1536
16	COc1cccc(OC)c1C(=O)NC(=S)Nc1ccc(N2CCOCC2)c(Cl)c1	6	1.3	24	2	-0.8	6	-2	14	7
19	C#CC(CC)(CC)NC(=O)NC1CCCCC1	3	1.1	18	-13	0.1	5	4	6	13
9	COc1cc(C2c3c(oc4ccccc4c3=O)C(=O)N2Cc2ccco2)ccc1O (stereo unspecified)	24	-0.1	8	-8	-0.9	-3	-27	-6	7

# The list goes on:
No.	mol	CHOP inh	L929 necroptosis	PPC-1+TRAIL kill	Tb hexokinase	TNF necrop inh	Wee1 stabilizer	FXIa inh	PGE2 EP2 inh	FXIIa inh 1536
31	N#C/C(=C\c1ccc(Cl)cc1)c1nc2ccccc2o1	-26	1.8	12	-8	1.8	1	2	2	8
32	CCOC(=O)c1ccccc1NC1c2ccccc2C(=O)N1C1CCN(C(=O)OCC)CC1 (stereo unspecified)	55	-1.0	36	-13	-3.8	0	2	9	10
33	Cc1ccc(N/C=C(/C#N)c2ccsc2)cc1	-40	0.4	8	-29	-1.3	3	5	7	7
34	O=C(Nc1nc(-c2ccc3c(c2)Cc2ccccc2-3)cs1)c1ccccc1	-1	/	-25	-7	-0.5	1	3	5	4
35	Cc1ccccc1C1c2[nH]c3ccccc3c2CCN1C(=O)c1ccc(=O)n(C)n1 (stereo unspecified)	3	0.4	23	-7	-0.3	2	-2	4	3
36	Cc1ccc(OCCSc2nc(N)cc(N)n2)cc1	-21	-0.3	27	-7	-1.3	11*	3	6	-4
37	CC1CCN(C(=O)CNC(=O)Cc2ccccc2)CC1	-9	0.8	13	-4	2.5	1	0	7	-1
38	COCCN1Cc2cccc(C(=O)Nc3cc(OC)ccc3OC)c2C1=O	18	1.1	21	-1	3.1	-3	-1	/	9
39	O=C(Nc1ccc2c(c1)OCCO2)c1cnccn1	-4	-0.7	37	0	-2.7	5	1	24	10
40	CN(Cc1ccno1)Cc1cn(C)nc1-c1ccc(Oc2ccccc2)cc1	28	0.3	3	-14	0.4	-1	-4	6	0
41	Cc1ccc(NC(=O)Nc2cccs2)cc1	25	4.1	15	2	0.3	2	-10	17	2
42	CCc1ccccc1N1C(=O)CC(N2CCc3ccccc32)C1=O (stereo unspecified)	-6	-0.6	10	-5	-0.2	2	3	7	13
43	Cc1ccc(CN2CCNC(=O)C2CC(=O)NC2CCCCCC2)o1 (stereo unspecified)	26	-0.9	38	-8	1.0	-1	-3	7	3
44	COc1cccc(NC(=O)Cn2c(=O)n(CC3CCCO3)c(=O)c3ccccc32)c1 (stereo unspecified)	-10	-0.2	20	37	2.0	6	-8	7	-3
45	CCN1CCN(C(=O)c2cc3cc4ccc(OC)cc4nc3s2)CC1	-13	-0.3	12	-28	1.2	-1	-7	8	5
46	CCN(CC)S(=O)(=O)c1cccc(C(=O)N2CC(O)CC2C(=O)OC)c1 (stereo unspecified)	13	-0.4	6	4	-1.0	-3	-5	18	-12
47	CCOc1ccc(Nc2oc(Cc3ccccc3)nc2C#N)cc1	52	0.4	-4	2	-1.1	-2	-10	20	11
48	Cc1ccc(-c2nnc(SCC(=O)N3c4ccccc4NC(=O)C3(C)C)n2N)cc1	-5	0.5	-11	-5	-0.4	0	-4	12	-5
49	CN1CCN(C/C(=C2/N=C(c3ccccc3)OC2=O)N(C)C)CC1	-10	-0.3	23	-43	0.1	0	-5	6	5
50	O=C(NCC1COc2ccccc2O1)Nc1ccccc1F (stereo unspecified)	41	11	1	2	4.2	-3	0	5	-5
51	Cc1ccc(OCC(=O)N2CCN(C(=O)CCC3CCCC3)CC2)cc1	29	-0.3	-11	4	-0.7	-1	5	13	11
52	COc1ccc(CC(=O)NCC(=O)N/N=C/c2ccco2)cc1	10	0.3	4	5	0.3	1	5	8	13
53	O=C1NC(=S)N(C(=O)c2ccc(F)cc2)/C1=C/c1cccnc1	21	0.2	8	1	0.7	-1	-3	2	9
54	Cc1ccc(C2C(C(=O)O)c3ccccc3C(=O)N2C)o1 (stereo unspecified)	37	0.2	9	-2	0.7	-1	5	11	15
55	COc1ccc(C(=O)Nc2ccc(S(=O)(=O)Nc3onc(C)c3C)cc2)cc1	36	0.1	21	-7	-1.1	-2	18	14	14
56	NCCCC[C@H](NC(=O)C1CCNCC1)c1nnc([C@@H](N)CO)o1	26	-0.2	24	-15	-0.5	6	0	21	10
57	O=S(=O)(/N=C(/NNS(=O)(=O)c1ccccc1)c1ccccc1)c1ccccc1	-20	5.4	-2	-2	-0.7	-1	-8	10	1
58	O=C(OCC(=O)N1CCN(c2ccccc2)CC1)c1cccc(Cl)c1	-7	0.4	6	0	-0.5	-2	8	8	17
59	Cc1ccc(CNC(=O)c2cc3c(=O)n(C)c4ccccc4c3n2C)cc1	11	-0.2	-7	0	0.3	0	-2	9	6
60	CC(C)C1=NN(C(=O)c2cccnc2)C(O)(C(F)(F)F)C1 (stereo unspecified)	-10	1.1	28	-3	0.2	-1	-2	8	9
61	CCOC(=O)C1C(=O)CC(C)(O)C(C(=O)OCC)C1c1ccc(Br)cc1 (stereo unspecified)	7	-0.2	22	-4	-0.8	4	-4	16	6

# With a hit mark in Wee1 stabilizer, among the entries above:
entry	compound	CHOP inh	Tb hexokinase	Wee1 stabilizer	FXIa inh	FXIIa inh 1536
36	Cc1ccc(OCCSc2nc(N)cc(N)n2)cc1	-21	-7	11*	3	-4

# An excerpt from above, reduced to FXIIa inh 1536.
No. | molecule | FXIIa inh 1536
38 | COCCN1Cc2cccc(C(=O)Nc3cc(OC)ccc3OC)c2C1=O | 9
39 | O=C(Nc1ccc2c(c1)OCCO2)c1cnccn1 | 10

# Screens as filed in PubChem.
